3T3 cytotox – cytotoxic compounds in NIH 3T3 cells; NIH 3T3 viability, CellTiter-Glo ATP luminescence, 48-72 h; Potency, µM (titrated, usually from 96.7 µM), for inactives: at the highest dose activity change, negative = cytotoxicity, hits mostly inhibitors; 94,000 compounds, 4.3% hits; also: potency is read from the fitted curve at half-maximal effect; nearly all actives have a fitted effect of over 55% in size
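Luminescent ATP readout (CellTiter-Glo, 10 min RT) after 48 or 72 hr compound exposure of NIH 3T3 cells seeded at 400 cells/well in 1536-well format; quantitative HTS.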
HEK293 tox – cytotoxic compounds in HEK 293 cells. HEK 293 viability, ATP luminescence (CellTiter-Glo), 48-72 h. Potency, µM (doses to about 115 µM), for inactives: top-dose activity change, negative = cytotoxicity, usual class: inhibitors. 94,000 compounds, 6.6% hits. AID 1345083; also: potency is read from the fitted curve at half-maximal effect; nearly all actives have a fitted effect of over 60% in size
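HEK 293 seeded at 250 cells/well receive compound via pintool. After 48 or 72 hr at 37 degree Celsius, 5% CO2 and 95% humidity, CellTiter-Glo is dispensed and luminescence read following 10 min at room temperature.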
FLuc inh – blocks purified firefly luciferase enzyme activity. P08659. Potency, µM (highest dose often 115 µM), for the others: at the highest dose activity change, negative = inhibition, actives largely listed as inhibitors. purified P. pyralis luciferase, luminescence, biochemical. 76,000 compounds, 2.5% hits; also: potency is read from the fitted curve at half-maximal effect; nearly all actives have a fitted effect of over 65% in size
Target sequence (P08659 whole entry, looked up): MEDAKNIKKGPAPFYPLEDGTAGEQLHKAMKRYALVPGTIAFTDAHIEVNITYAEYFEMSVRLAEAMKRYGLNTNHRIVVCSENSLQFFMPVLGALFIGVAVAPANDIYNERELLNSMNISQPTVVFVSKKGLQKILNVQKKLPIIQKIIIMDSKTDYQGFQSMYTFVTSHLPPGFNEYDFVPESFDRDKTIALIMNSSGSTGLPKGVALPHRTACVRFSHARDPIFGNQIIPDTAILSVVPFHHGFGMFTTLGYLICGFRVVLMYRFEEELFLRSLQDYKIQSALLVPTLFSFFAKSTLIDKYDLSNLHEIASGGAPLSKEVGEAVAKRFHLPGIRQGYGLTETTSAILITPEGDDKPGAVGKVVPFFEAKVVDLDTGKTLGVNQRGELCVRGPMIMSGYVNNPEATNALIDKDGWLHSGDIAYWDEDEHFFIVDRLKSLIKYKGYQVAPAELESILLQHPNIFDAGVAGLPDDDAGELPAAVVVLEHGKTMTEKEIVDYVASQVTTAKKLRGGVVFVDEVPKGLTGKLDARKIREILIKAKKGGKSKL
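Inhibitors were tested against purified firefly luciferase in a biochemical, low-substrate format (both substrates at 10uM) and luminescence measured with a CCD imager.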
IP6K1 inhibitor – inhibitors of human IP6K1; 140,000 compounds, 0.81% hits; activity change, % (series mostly up to about 58 µM); IP6K1 kinase, ADP-Glo luminescence, 2 h; active compounds read low; Q92551; in the data active = activity change below about -25%
Target sequence (Q92551 whole entry, looked up): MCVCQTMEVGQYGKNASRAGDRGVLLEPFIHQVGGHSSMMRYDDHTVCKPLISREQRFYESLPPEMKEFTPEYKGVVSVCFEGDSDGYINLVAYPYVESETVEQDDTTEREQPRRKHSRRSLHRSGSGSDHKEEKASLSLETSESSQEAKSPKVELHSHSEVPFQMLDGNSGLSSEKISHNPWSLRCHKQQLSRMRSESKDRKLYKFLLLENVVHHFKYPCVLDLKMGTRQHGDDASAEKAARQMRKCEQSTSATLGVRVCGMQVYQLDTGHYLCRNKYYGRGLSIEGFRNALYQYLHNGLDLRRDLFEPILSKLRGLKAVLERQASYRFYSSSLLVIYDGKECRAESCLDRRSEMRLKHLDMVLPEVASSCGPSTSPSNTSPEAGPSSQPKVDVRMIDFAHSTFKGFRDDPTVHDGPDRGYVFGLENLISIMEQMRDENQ
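ADP-Glo luminescence measures ADP made by human IP6K1 during a 2 h RT reaction with ATP/IP6 (mix at 1.3 mM/130 uM); top library doses 57.5 and 19.1 uM final.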
HEK293 viab – counter-screen for SNCA expression inhibitors: cell viability. HEK-293-SNCA-luc viability, GF-AFC fluorescence, 24 h. Potency, µM (titrated, usually from 57.1 µM), for the others: at the top dose activity change, negative = cytotoxicity, most hits filed as cytotoxic. 150,000 compounds, 0.12% hits. AID 1671193;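 also: potency is read from the fitted curve at half-maximal effect; 0% = DMSO-treated cells and -100% = medium-only wells without cells; nearly all actives have a fitted effect of over 30% in size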
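HEK-293-SNCA-luc cells (1500/well) plated 24 h, then exposed 24 h to a dilution series; GF-AFC added 30 min at 37C, fluorescence 405/540 nm; normalised to medium-only and DMSO wells, Hill fit.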
GPT2 inh – blocks human glutamate pyruvate transaminase 2; Recombinant GPT2, coupled pyruvate oxidase/HRP Amplex Red fluorescence; 100,000 compounds, 0.25% hits; Potency, µM (highest dose often 57.7 µM), for inactives: at the highest dose activity change, negative = inhibition, hits mostly inhibitors; Q8TD30; also: potency is read from the fitted curve at half-maximal effect; nearly all actives have a fitted effect of over 60% in size; many of its hits are not listed in these tables
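Fluorescence of coupled pyruvate oxidase/HRP/Amplex Red system (50uM Amplex, 30 min, dark) reports pyruvate formed by GPT2. Enzyme reaction: 10ng/uL GPT2, 2mM L-alanine, 250uM a-KG, 30 min room temperature, pH 7.5; 50uM AOA control.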
SNCA expr inhib – SNCA gene expression inhibition; AID 1671194; HEK-293 SNCA-luciferase knock-in, luminescence, 24 h; Potency, µM (highest dose often 57.2 µM), for inactives: at the top dose activity change, negative = inhibition, most hits filed as inhibitors; 140,000 compounds, 0.17% hits;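 also: potency is read from the fitted curve at half-maximal effect; plate controls were DMSO cells for no effect and cell-free wells for full effect; nearly all actives have a fitted effect of over 45% in size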
The depositor's hits bear a star; i = inactive; ? = inconclusive; nt = not tested or not shown; [ ] = another dose, or the depositor's remark. Unless noted, calls follow the shape of the dose curve; as a rule, active = well fitted curve in the direction sought with a large enough effect; inconclusive = small, poorly fitted or top-dose-only effect, or another doubt; inactive = no such curve, though single readings can be large; an effect the other way counts as inactive or inconclusive. Unless noted, % is scaled to controls: 0 for no effect and ±100 for the full control effect.

1) Cc1nc(C)c(C(=O)N2[C@@H]3CC[C@H]2CC(NC(=O)c2ccncc2)C3)s1 (some centres not stated)
2) CCC(Sc1nc2n[nH]c(C)c2c(=N)n1-c1ccccc1Cl)C(=O)N(CC)CC (configuration not stated)
3) CCC(=O)N1CC(C(=O)N2CCCCC2)[C@H](c2ccncc2)C1 (some centres not stated)
4) CC(=O)c1ccc(NC(=O)C2CCN(S(=O)(=O)c3ccc4[nH]c5c(c4c3)CCCCC5)CC2)cc1
5) CC[C@H]1CN(C(=O)C(C)(C)C)CC[C@H]1CC(=O)N1CCC(C(=O)OC)CC1
6) Cc1ccc(C)c(NC(=O)N2CCCC2c2nncn2-c2ccccc2)c1 (configuration not stated)
Assay by compound	1	2	3	4	5	6
3T3 cytotox	-11.1%	nt	-3.5%	nt	?	i
HEK293 tox	4.9%	nt	i	nt	-23.1%[172 µM]	-1.0%
FLuc inh	-8.9%	nt	-1.7%	nt	2.1%[172 µM]	-5.0%
IP6K1 inhibitor	10.1	-15.6	-1.7	21.8	-8.4	-1.0
HEK293 viab	9.8%	-7.2%	-3.2%	11.8%	1.8%[87.6 µM]	-5.3%
GPT2 inh	i	nt	i	nt	-3.8%[88.5 µM]	1.8%
SNCA expr inhib	-18.2%	14.1%	-9.5%	-3.3%	-1.0%[87.6 µM]	23.6%

7) CC1(C)[C@H](Cc2cc(CCO)on2)C[C@@H]1NC(=O)C1CCC1
8) O=C(NCc1ccc(F)cc1)C1CCN(c2ccnc3ccnn23)CC1
9) Cc1noc(C)c1S(=O)(=O)N1CCC(N2CC(OCC3CC3)C23CCCCC3)CC1 (configuration not stated)
10) CC(=O)O[C@@H](C[C@@H]1C=C(C)C(=O)O1)[C@H](C)[C@H]1CCC2[C@@]3(C)CC[C@H](O[C@@H]4O[C@H](CO)[C@@H](O)[C@H](O)[C@H]4O[C@@H]4O[C@@H](C)[C@H](O)[C@@H](O)[C@H]4O)C(C)(C)C3CC[C@@]2(C)[C@@]12COC(=O)C2 (some centres not stated)
11) C=CCNC(=O)[C@@H]1Cc2cn(CC3CC3)c3cccc(c23)[C@H](CC(C)C)N1
12) CC(C)c1noc([C@@H]2Cc3nc[nH]c3CN2Cc2ccc(F)cc2)n1
Assay by compound	7	8	9	10	11	12
3T3 cytotox	i	?	-28.3%	nt	?	?
HEK293 tox	-0.5%[172 µM]	?	?	nt	50.1µM*	?
FLuc inh	-1.3%[172 µM]	nt	3.3%	nt	-21.7%[172 µM]	-16.0%[172 µM]
IP6K1 inhibitor	-5.4	-0.8	27.1	-5.1	8.9	-9.8
HEK293 viab	10.9%[87.6 µM]	3.1%	-13.1%	?	-9.8%[87.6 µM]	7.0%[87.6 µM]
GPT2 inh	3.6%[88.5 µM]	0.0%	-2.6%	i	-15.7%[88.5 µM]	-0.4%[88.5 µM]
SNCA expr inhib	33.7%[87.6 µM]	10.3%	-29.0%	nt	?	19.6%[87.6 µM]

13) CCCOc1ccc(Nc2nc(SC)ncc2C(=O)OCC)cc1
14) COc1ccc(-c2cc(-c3ccccc3)nc(SCC(=O)CC(=O)OC(C)C)c2C#N)cc1
15) COCCOc1ccc2c(n1)CCN(C(=O)Nc1ccccc1C)C2
16) c1cncc(Cc2noc(C3CN(Cc4ccsc4)C3)n2)c1
17) CCCn1ccc2c(OCC(=O)Nc3ccccc3C(=O)OCC)cccc2c1=O
18) O=C(Cc1c[nH]c2ccccc12)NC1CCCc2c1[nH]c1ccc(F)cc21 (configuration not stated)
Assay by compound	13	14	15	16	17	18
3T3 cytotox	nt	nt	-5.9%	25.1µM*	nt	31.6µM*
HEK293 tox	nt	nt	7.4%	?	nt	35.5µM*
FLuc inh	nt	nt	?	0.0%	nt	5.5%
IP6K1 inhibitor	-4.8	-4.5	-8.4	-6.3	2.0	-11.2
HEK293 viab	6.5%	7.6%	4.8%[12.5 µM]	-20.3%	15.5%	-13.2%
GPT2 inh	nt	nt	i	-23.7%	nt	-9.9%
SNCA expr inhib	-6.3%	-2.5%	44.6%	11.5%	-13.1%	-26.1%

19) COc1ccc(-c2nc3c4ccccc4n(CC(=O)Nc4ccc(C(C)=O)cc4)c(=O)n3n2)cc1
20) COc1ccc(N2CC(NC(=O)COc3cccc(C)c3)CC2=O)cc1OC (configuration not stated)
21) Cn1nccc1C(=O)N1CCC2(CC1)CC(N(C(=O)c1ccccc1)C1CC1)CCO2 (configuration not stated)
22) CCOC(=O)c1ccc(NC(=O)CCc2c(C)nc3c(c(C)nn3C)c2C)cc1
23) CCN(CC)CCCNC(=O)Cn1c(-c2cccs2)cc2cc(Cl)ccc21
24) O=c1oc2ccc3ccccc3c2cc1-c1nnc(Nc2ccc(F)cc2)s1
Assay by compound	19	20	21	22	23	24
3T3 cytotox	nt	nt	-12.9%	nt	nt	nt
HEK293 tox	nt	nt	?	nt	nt	nt
FLuc inh	nt	nt	-1.8%	nt	nt	nt
IP6K1 inhibitor	28.6	1.7	-10.6	6.3	20.6	12.1
HEK293 viab	-4.1%	12.0%	-2.8%	?	?	-3.8%
GPT2 inh	nt	nt	1.6%	nt	nt	nt
SNCA expr inhib	32.6%[activator]	-6.9%	1.1%	17.7%	?	-13.0%

Continuation.
| # | SMILES | 3T3 cytotox | HEK293 tox | FLuc inh | IP6K1 inhibitor | HEK293 viab | GPT2 inh | SNCA expr inhib |
| --- | --- | --- | --- | --- | --- | --- | --- | --- |
| 25 | COc1ccc(C(=O)N[C@@H]2CCC[C@@H]2C(=O)NCCc2ccccn2)cn1 | i | i | -8.1% | 14.0 | ? | ? | 30.4%[activator] |
| 26 | CCc1nc(Nc2ccc(F)c(Cl)c2)c2c3c(sc2n1)CCCC3 | nt | nt | nt | -10.0 | 2.6% | nt | -0.7% |
| 27 | CCOC(=O)c1ccc(NC(=O)c2ccc3c(c2)N(CC)C2CCCCN2C3=O)cc1 (configuration not stated) | ? | 35.5µM* | -8.2% | -22.7 | 21.0%[12.5 µM] | i | ? |
| 28 | CN1C[C@H]2CN(C(=O)c3cccnc3)CCN2C1=O | 2.9%[174 µM] | 4.4%[230 µM] | 3.1%[230 µM] | -3.5 | 1.3%[87.6 µM] | -20.9%[88.5 µM] | 12.5%[87.6 µM] |
| 29 | CC1(C(=O)O)CCN(S(=O)(=O)c2ccsc2)CC1 | -10.5%[138 µM] | i | nt | 2.9 | 3.6%[87.6 µM] | -2.8%[88.5 µM] | -13.9%[87.6 µM] |
| 30 | O=S(=O)(c1ccccc1Cl)N1CCCC1c1nncn1C1CCCC1 (configuration not stated) | -0.2% | -6.9% | -2.3% | 5.2 | -11.3% | -17.2% | ? |
| 31 | COCCC(=O)N1CCC(N2C(=O)C(OC)C23CCOCC3)CC1 (configuration not stated) | -1.2% | -6.6% | 4.1% | -9.6 | 6.5% | -0.3% | 7.4% |
| 32 | COc1ccc(-c2nc(-c3c(C)noc3C)cc3cc(C(C)C)oc23)cn1 | ? | ? | -2.2%[172 µM] | -17.0 | 4.6%[87.6 µM] | 4.0%[88.5 µM] | 8.3%[87.6 µM] |
| 33 | CNC(=O)C1CCN(c2nccc(Nc3ccccc3Cl)n2)CC1 | ? | ? | nt | 7.0 | -1.6%[12.5 µM] | -12.9%[88.5 µM] | 18.9%[87.6 µM] |
| 34 | CC(=O)N[C@H]1[C@@H]([C@H](O)[C@H](O)CO)OC(C(=O)O)=C[C@@H]1N=C(N)N | nt | nt | nt | nt | -1.1% | i | 9.1% |
| 35 | COc1ccc(CN2CCOc3nc(-c4cccc(C(F)(F)F)c4)ncc3C2=O)cc1 | ? | ? | -9.6%[172 µM] | 19.3 | -14.0%[87.6 µM] | -5.0%[88.5 µM] | 13.7%[87.6 µM] |
| 36 | COc1cc(C(=O)Nc2sc3c(c2C#N)CCCC3)c(Br)c(OC)c1OC | nt | nt | nt | -19.2 | -4.9% | nt | -15.2% |
| 37 | CC[C@H]1CN(c2nc(N)c(C(N)=O)nc2Cl)CCN1C1CCN(Cc2ccc(Cl)cc2)CC1 | nt | nt | nt | -2.7 | -6.7% | i | nt |
| 38 | Cc1ccc(CNC(=O)c2ccc(-n3c(C)cc4c3CCCC4)cc2)cc1 | nt | nt | nt | 2.4 | 7.4% | nt | -10.5% |
| 39 | CSc1ccc(CNC(=O)CCn2c(=O)c3cccn3c3ccc(F)cc32)cc1 | nt | nt | nt | -11.1 | 9.8% | nt | -6.2% |
| 40 | CCN(CC)[C@H]1C[C@@H](Cc2cc(CCO)on2)C1(C)C | -0.6%[174 µM] | -3.1%[230 µM] | 0.2%[230 µM] | 5.4 | -3.6%[87.6 µM] | i | -3.8%[87.6 µM] |
| 41 | CC1CCC2(CC1)NC(=O)N(CC(=O)NCCc1cccs1)C2=O (configuration not stated) | 3.2% | -2.0% | 6.1% | 8.5 | -8.9% | i | -5.7% |
| 42 | CCc1noc(-c2ccn3c(CNC(=O)c4ccco4)nnc3c2)n1 | -2.9% | -3.9% | 0.0% | 22.9 | 8.8% | 1.2% | -13.5% |
| 43 | CC(C)c1nncn1C1CCN(S(=O)(=O)c2ccc(F)cc2F)CC1 | 3.2% | i | -1.2% | -0.2 | -3.2% | -8.7% | 32.9%[activator] |
| 44 | COc1cccc(-c2cc(C(=O)Nc3ccc(Br)c(C)c3)[nH]n2)c1 | nt | nt | nt | 5.2 | -1.8% | nt | -4.0% |
| 45 | CS(=O)(=O)N1CCCN(C(=O)c2ccc(C#N)cc2)CCNC(=O)CC1c1ccccc1 (configuration not stated) | -15.2% | -17.4% | -0.9% | -9.7 | -9.0% | i | ? |
| 46 | Cc1ccccc1-n1nnnc1C(c1ccccc1)N(C)C(=O)c1cn[nH]n1 (configuration not stated) | ? | -7.1% | -6.6% | 10.9 | -1.9% | 1.7% | -15.0% |
| 47 | COc1cc(F)ccc1-c1cc(-c2c(C)noc2C)cc2c1C(=O)N(C)C2=O | ? | ? | -1.7%[172 µM] | 19.6 | -12.4%[87.6 µM] | -7.7%[88.5 µM] | 54.3%[activator][87.6 µM] |
| 48 | COc1cccc(CNC(=O)C2CCc3nnc(-c4cccc(C(F)(F)F)c4)n32)c1 (configuration not stated) | -22.7% | ? | nt | 13.6 | 4.6% | 2.7% | 12.9% |

Screens from PubChem BioAssay.
